mcGAS inh = mouse cGAS inhibition by luminescence; Q8C6L5; recombinant cGAS, Kinase-Glo ATP depletion luminescence; inhibition, % at 12.5 µM; 0.15% of 160,000 active; AID 1259399;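 further: 0% = negative control wells and 100% = reference inhibitor with no enzyme activity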
hcGAS inh = human cGAS inhibition | Q8N884 | recombinant h-cGAS, ATP depletion, Kinase-Glo luminescence | inhibition, % at 12.5 µM | 0.081% of 290,000 active | AID 1259398;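 further: 0% = vehicle reaction and 100% = reaction without DNA for no activity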
Target sequence (Q8N884 whole entry, looked up): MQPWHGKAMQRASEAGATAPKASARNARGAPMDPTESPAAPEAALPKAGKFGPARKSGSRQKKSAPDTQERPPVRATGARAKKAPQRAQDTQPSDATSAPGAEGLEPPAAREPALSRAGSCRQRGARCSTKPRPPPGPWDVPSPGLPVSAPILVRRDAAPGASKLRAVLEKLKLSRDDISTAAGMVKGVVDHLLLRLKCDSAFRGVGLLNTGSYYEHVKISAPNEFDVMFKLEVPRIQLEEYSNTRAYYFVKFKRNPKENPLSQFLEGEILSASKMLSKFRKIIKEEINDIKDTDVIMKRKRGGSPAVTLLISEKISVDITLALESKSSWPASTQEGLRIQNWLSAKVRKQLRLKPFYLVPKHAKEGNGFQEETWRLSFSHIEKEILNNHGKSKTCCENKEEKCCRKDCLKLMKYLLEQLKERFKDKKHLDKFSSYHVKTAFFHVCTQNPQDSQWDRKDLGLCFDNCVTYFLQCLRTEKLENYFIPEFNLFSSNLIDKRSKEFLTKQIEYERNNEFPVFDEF
NPYLR7 ag = mosquito NPYLR7 agonism; HEK293T NPYLR7/Galpha15, GCaMP6s calcium fluorescence; activation, % at 10 µM; 0.15% of 270,000 active; in the data active means activation above about 40%;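 further: 0% = vehicle and 100% = reference agonist at the receptor; some compounds past the cut are filed as inactive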
Numbers without * were called inactive; . = no result given; & = joins results of further samples. Unless noted, no stated cut-off is given here; in the data, active means inhibition above about 40%; inactive means the rest.

SMILES	mcGAS inh	hcGAS inh	NPYLR7 ag
COc1cccc(Nc2cc(C3(C(=O)NCC4CCCO4)CC3)ccn2)c1 (configuration not stated)	0	5	-7
O=C(Nc1cccc(C(F)(F)F)c1)N1CCCN(c2nc(Cc3ccccc3)nc3onc(-c4ccccc4)c23)CC1	-5	-1	17
Cc1cccc2cc(C(=O)NCc3cccnc3N3CCCC(O)C3)oc12 (configuration not stated)	-16	-7	2
COCCc1noc(C2CC2c2ccc(C)s2)n1 (configuration not stated)	.	-5	-2
O=C(CN(CC1CCCO1)C(=O)C1C[C@H]1c1ccccc1)N(Cc1ccc(F)cc1)Cc1ccco1 (some centres not stated)	-5	-3	-4
CC1=C(C(=O)N2CCCC(Nc3ccc(C(C)C)cc3)C2)OCCO1 (configuration not stated)	.	-4&-3	5&4
CNC(=S)N1C(=Nc2ccc(C)cc2C)SCC1(C)C	-2	-2	2
O=C(c1ccc(N2CCC(NCC3(N4CCOCC4)CCCC3)CC2)cc1)N1CCCC(O)C1 (configuration not stated)	-25	-12	5
CC1C(=O)N(c2ccc(F)cc2)CCN1C(=O)CCc1ccccc1 (configuration not stated)	-6	-3	-4
Cc1nn(C)c(C)c1C(C)C(=O)N(CC1CCOC1)c1ccccc1 (configuration not stated)	-14	-14	-2
CCNC(=O)N1c2ccc(CC)cc2C(C)=CC1(C)C	.	-4	2
COC(=O)C1CSCN1S(C)(=O)=O (configuration not stated)	.	4	-6
COc1ccc(-c2nnc(SCc3ccccc3C)n2-c2ccccc2C)cc1	-5	-6	.
CCOCCCN(CC(=O)c1c(C)c(C(=O)OCC)n(CC)c1C)C(=O)COCc1ccccc1	-5	-7	-5
CCN1CCN(C(C)CNCc2c(C)nn(-c3ccc(F)cc3F)c2C)CC1 (configuration not stated)	.	-12	8
O=C1CN(C(=O)CN2CCCN(Cc3cccs3)CC2)CCN1	.	3	0
COCCn1cc(C(=O)Nc2nnc(C(C)C)s2)c2nn(-c3ccccc3)c(=O)c-2c1	-6	-3	4
O=C(COc1coc(CN2CCN(C(=O)c3ccco3)CC2)cc1=O)Nc1ccccc1	-6	-4	4
Cc1cc(C)c(NC(=O)COC(=O)C(O)c2ccccc2)c(C)c1 (configuration not stated)	.	-1	-4
CCCCCCn1c(SCC(N)=O)nc2c1c(=O)[nH]c(=O)n2C	.	-3	15
Cc1nn(-c2ccccc2)c2c1C(c1ccco1)C(C#N)C(=N)O2 (configuration not stated)	1	0	-6
O=C(CN1CCN(S(=O)(=O)c2cc(Cl)ccc2Cl)CC1)NC1CCCCCC1	-8	-5	-5
O=c1[nH]cnc2c1c(-c1ccccc1)cn2-c1cccc(Cl)c1	-6	-7	-8
CC(C)CS(=O)(=O)NC(=O)CCOc1ccccc1	.	-8	11
O=C(NC1C[C@@H]1c1ccccc1)c1cncn1-c1ccc(-c2ccc(F)c(F)c2)cc1 (some centres not stated)	-5	-3	6
CC(C)C[C@@H](N)C(=O)N1CCC(CCn2cccn2)CC1	-9	-4	0
Cc1cccc(-n2c(CNC(=O)c3cccs3)nnc2SCC(=O)N2CCc3ccccc32)c1	1	0	-14
Cc1cccc(CN(C(=O)CCC(C)N2CCN(C)CC2)C(C)C)c1 (configuration not stated)	.	-9	4
CCCNC1C2CC3CC(C2)CC1C3 (configuration not stated)	-3	0	.
CCn1ncc(CN(C)C(=O)c2cc(Cn3cnc4ccccc43)[nH]n2)c1C	.	3	6
Cc1ccccc1C(=O)NCC(=O)NC(C)c1ccc(F)c(Cl)c1 (configuration not stated)	-2	0	-6
Nc1cc(-c2cccc(Cl)c2)nn1-c1ccc(C(=O)Nc2ccccc2)cc1	-6	-3	-5
OCc1ccc(-c2ccc3ccccc3n2)cc1	.	-10	0
COc1cccc(C2c3c(oc4cc(C)c(C)cc4c3=O)C(=O)N2c2nccs2)c1OC (configuration not stated)	.	-6	7
Cc1ccc(S(=O)(=O)N2CCC(Cc3ccc(-c4ccccc4)cc3)CC2)cc1	-7	-5	2
O=S(=O)(Nc1cccc(-c2ccc3nnc(-c4ccncc4)n3n2)c1)c1cccs1	-6	-5	-13
CCCCN(C(=O)Nc1ccc(C(F)(F)F)cc1)C(CC)c1nc2ccccc2c(=O)n1-c1ccc(OCC)cc1 (configuration not stated)	-4	-6	-10
Cc1ccc(NC(=O)Nc2c[nH]c3ccccc23)cc1C	-7	-3	-2
c1csc(CCCc2nc(C3CC3)n[nH]2)c1	-3	-4	2
Cc1nonc1CN(C)C(=O)c1cc2n(n1)CCN(Cc1ccccc1)C2	-18	-4	10
O=S(=O)(c1ccc(F)cc1Cl)N1CCN(c2nccc(-c3ccc4c(c3)OCO4)n2)CC1	-7	-6	-3
CC(c1nccs1)N(C)C(=O)Cn1c(=O)oc2ccccc21 (configuration not stated)	-9	0	14
CN1C(=O)C(=O)N(CC(=O)NCC(F)(F)F)C1=O	.	-5	3
Cc1csc(=Nc2ccc3ccccc3c2)n1CC(=O)NC(C)C	.	-3	0
O=C1CN(C(=O)c2csc3c2CCCC3)CC(OCc2ccccn2)CN1Cc1ccccc1 (configuration not stated)	-8	-24	17
Cc1ccc(-c2ccc(CCC(=O)NCCN3CCCC3)n2-c2ccc(CC#N)cc2)c(C)c1	-12	-6	1
O=C(Cc1ccc(Cl)cc1)Oc1coc(CSc2ncccn2)cc1=O	8	-4	-13
CCOC(=O)CCNC(=O)C1=CN2CCNC(=O)N=C2O1	.	-9	1
CCN1C(=O)CC(CC(=O)N(CC2CCC2)CC2CCCO2)(c2cccc(C(F)(F)F)c2)C1=O (configuration not stated)	-1	-3	-12
COCC1CN(C(=O)CC2CCN(C(C)=O)CC2)CC12CCNCC2 (configuration not stated)	0	8	.
Cc1cc(C)c(C)c(S(=O)(=O)N2CCC(C(=O)N3CCCC3c3cccnc3)CC2)c1C (configuration not stated)	.	3	-1
COCCN1CC(Nc2nc(-c3cccnc3)nc3c2CCNC3)CC1=O (configuration not stated)	.	-6	-4
CC(C)(C)n1c(-c2ccc(S(=O)(=O)N3CCCC3)cc2)csc1=Nc1ccccc1	.	-3	0
CCCC(=O)OCOC(=O)C1=C(C)NC(C)=C(C(=O)OC)C1c1cccc(Cl)c1Cl (configuration not stated)	.	-2	9
COC(=O)c1ccc(CSc2nc3c(c(=O)n2-c2ccc(C)cc2)SCC3)o1	.	-10	2
COc1cc(/C=C/CN2CCCC(C(=O)c3cccc(Cl)c3)C2)ccc1O (configuration not stated)	-9	-7	-1
CS(=O)(=O)Nc1ccc2c(c1)C(=O)NC2=O	.	-11	0
Cn1c(-c2ccccn2)[n+](C)c2ccccc21	.	3	5
COc1ccc(-c2cc(C(=O)N3CCN(C(c4ccccc4)c4ccccc4)CC3)c(C)n2-c2ccc(F)cc2F)cc1	-8	-13	-4
CCOC(=O)c1c(C)[nH]c(C(=O)N(CCOC)Cc2ccccc2)c1C	.	-4	-12

Four records drawn at random from the list so far, as already listed:
SMILES	mcGAS inh	hcGAS inh	NPYLR7 ag
CCn1ncc(CN(C)C(=O)c2cc(Cn3cnc4ccccc43)[nH]n2)c1C	.	3	6
Cc1ccc(-c2ccc(CCC(=O)NCCN3CCCC3)n2-c2ccc(CC#N)cc2)c(C)c1	-12	-6	1
COCCc1noc(C2CC2c2ccc(C)s2)n1 (configuration not stated)	.	-5	-2
COCC1CN(C(=O)CC2CCN(C(C)=O)CC2)CC12CCNCC2 (configuration not stated)	0	8	.

21 neighbouring records already listed, for reference:
SMILES	mcGAS inh	hcGAS inh	NPYLR7 ag
Cc1nonc1CN(C)C(=O)c1cc2n(n1)CCN(Cc1ccccc1)C2	-18	-4	10
O=S(=O)(c1ccc(F)cc1Cl)N1CCN(c2nccc(-c3ccc4c(c3)OCO4)n2)CC1	-7	-6	-3
CC(c1nccs1)N(C)C(=O)Cn1c(=O)oc2ccccc21 (configuration not stated)	-9	0	14
CN1C(=O)C(=O)N(CC(=O)NCC(F)(F)F)C1=O	.	-5	3
Cc1csc(=Nc2ccc3ccccc3c2)n1CC(=O)NC(C)C	.	-3	0
O=C1CN(C(=O)c2csc3c2CCCC3)CC(OCc2ccccn2)CN1Cc1ccccc1 (configuration not stated)	-8	-24	17
Cc1ccc(-c2ccc(CCC(=O)NCCN3CCCC3)n2-c2ccc(CC#N)cc2)c(C)c1	-12	-6	1
O=C(Cc1ccc(Cl)cc1)Oc1coc(CSc2ncccn2)cc1=O	8	-4	-13
CCOC(=O)CCNC(=O)C1=CN2CCNC(=O)N=C2O1	.	-9	1
CCN1C(=O)CC(CC(=O)N(CC2CCC2)CC2CCCO2)(c2cccc(C(F)(F)F)c2)C1=O (configuration not stated)	-1	-3	-12
COCC1CN(C(=O)CC2CCN(C(C)=O)CC2)CC12CCNCC2 (configuration not stated)	0	8	.
Cc1cc(C)c(C)c(S(=O)(=O)N2CCC(C(=O)N3CCCC3c3cccnc3)CC2)c1C (configuration not stated)	.	3	-1
COCCN1CC(Nc2nc(-c3cccnc3)nc3c2CCNC3)CC1=O (configuration not stated)	.	-6	-4
CC(C)(C)n1c(-c2ccc(S(=O)(=O)N3CCCC3)cc2)csc1=Nc1ccccc1	.	-3	0
CCCC(=O)OCOC(=O)C1=C(C)NC(C)=C(C(=O)OC)C1c1cccc(Cl)c1Cl (configuration not stated)	.	-2	9
COC(=O)c1ccc(CSc2nc3c(c(=O)n2-c2ccc(C)cc2)SCC3)o1	.	-10	2
COc1cc(/C=C/CN2CCCC(C(=O)c3cccc(Cl)c3)C2)ccc1O (configuration not stated)	-9	-7	-1
CS(=O)(=O)Nc1ccc2c(c1)C(=O)NC2=O	.	-11	0
Cn1c(-c2ccccn2)[n+](C)c2ccccc21	.	3	5
COc1ccc(-c2cc(C(=O)N3CCN(C(c4ccccc4)c4ccccc4)CC3)c(C)n2-c2ccc(F)cc2F)cc1	-8	-13	-4
CCOC(=O)c1c(C)[nH]c(C(=O)N(CCOC)Cc2ccccc2)c1C	.	-4	-12

The list goes on.
SMILES	mcGAS inh	hcGAS inh	NPYLR7 ag
O=C(CC1C=CCC1)NCC1(NC(=O)CC2C=CCC2)CCOCC1 (configuration not stated)	.	-16	4
COc1ccc(NC(=O)NCCn2nc(-c3ccc(OC)c(OC)c3)ccc2=O)cc1	0	2	-4
Cc1ccsc1C(=O)Nc1ccc(S(=O)(=O)N(C)C)cc1	-6	-10	5
CC1=C(C(=O)N2CCC(CCC(=O)Nc3ccc(F)c(Cl)c3)CC2)OCCO1	.	-1	1
COCc1nc(N(C)CCc2scnc2C)c2cnn(C)c2n1	.	-2	19
Cc1cc(NC(=O)CCCNC(=O)c2ccsc2)n(C(C)(C)C)n1	.	-2	-8
Cn1cc(C(=O)N2CCN(S(=O)(=O)c3ccccc3C#N)CC2)c2ccccc21	.	-4	8
O=C(NC1CC1)c1csc(COc2ccc(F)cc2)n1	-7	-8	24
NS(=O)(=O)c1ccc(CNc2ccc3ncc(-c4ccc(Oc5ccccc5)cc4)n3n2)cc1	.	-9	-1
COc1cccc(C(=O)Oc2coc(CSc3nc(C)cs3)cc2=O)c1	-1	-2	-4
CN1CCN(C(=O)c2ccccc2N2CCC(NC(=O)c3ccc(Cl)cc3Cl)CC2)CC1	-3	-2	9
COC(=O)c1cccc(OC(C)C(=O)N(C)c2ccccc2)c1 (configuration not stated)	.	-4	5
CCOC(=O)N1CCN(C2CCCN(C(=O)/C=C/c3cccs3)C2)CC1 (configuration not stated)	.	-2	12
Cc1cc(NC(=O)c2ccccc2F)n(-c2nc3c(F)cccc3s2)n1	-10	-6	-8
O=C(c1cnn(CC(F)(F)F)c1-c1ccccc1)N1CCCC1	-5	-4	16
CC1CCCC2(C1)OCC(C(=O)NC1CC1)N2C(=O)C1CCCC1 (configuration not stated)	-5	-2	2
COc1ccc(-c2ccnc3[nH]n(-c4ccccc4)c(=O)c23)cc1OC	-3	0	-10
CCCN(Cc1ccncc1)C(=O)c1nc[nH]c1C	-10	-5	0
CCC(Oc1ccccc1)C(=O)NNC(=O)c1ccc(O)cc1 (configuration not stated)	.	-7	4
Cc1nn(S(=O)(=O)c2ccccc2[N+](=O)[O-])c(C)c1Sc1ccc([N+](=O)[O-])cc1	.	-3	3

Compound activity: PubChem BioAssay, Fisher Drug Discovery Resource Center
